# GLP1R ag: agonists of human GLP-1 receptor; P43220; HEK293 GLP-1R CRE-luciferase, luminescence, 4-6 h; cells express a hypersensitive GLP-1R form; Potency, µM (series often up to 45.6 µM), without a hit: at the top dose activation, usual class: activators; actives 0.007% (n = 380,000); AID 624172; note: potency is the fitted concentration of half-maximal effect; % of control where 0% means no effect
# Target sequence (P43220 whole entry, looked up): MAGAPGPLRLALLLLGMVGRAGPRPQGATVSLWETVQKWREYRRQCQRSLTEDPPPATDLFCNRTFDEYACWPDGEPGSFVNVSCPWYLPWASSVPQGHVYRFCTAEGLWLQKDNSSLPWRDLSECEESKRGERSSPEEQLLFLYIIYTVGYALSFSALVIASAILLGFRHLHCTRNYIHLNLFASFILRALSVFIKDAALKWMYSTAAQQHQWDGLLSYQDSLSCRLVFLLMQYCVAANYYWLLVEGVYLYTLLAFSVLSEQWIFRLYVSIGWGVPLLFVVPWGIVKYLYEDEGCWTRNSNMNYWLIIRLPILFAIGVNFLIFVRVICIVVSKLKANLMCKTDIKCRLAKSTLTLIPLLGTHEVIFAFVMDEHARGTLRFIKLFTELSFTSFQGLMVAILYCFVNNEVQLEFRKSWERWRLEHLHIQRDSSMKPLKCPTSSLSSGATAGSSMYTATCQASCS
# GLP-1R inv ag: GLP-1 receptor (human) inverse agonism; Potency, µM (series often up to 38.3 µM), for inactives: at the top dose activity change, negative = inhibition, actives largely listed as inhibitors; HEK293 GLP-1R CRE-luciferase, luminescence, 24 h; GLP-1R form is constitutively active; actives 1.6% (n = 410,000); AID 624417; note: potency is the fitted concentration of half-maximal effect; % is set by controls: 0 for no effect and ±100 for the full control effect; nearly all actives have a fitted effect of over 55% in size
#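 Cells are plated, allowed 12 hours at 37 deg C, then treated with compounds for 24 hr before luciferase detection reagent is added and luminescence is read after 12 min at room temperature. The HEK293 line carries constitutively active GLP-1R with a cAMP-responsive reporter.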
# TDP43 rescue: TDP-43 toxicity inhibition in yeast; actives 1.8% (n = 410,000); TDP-43 expressing yeast growth rescue, BacTiter-Glo, 24 h; Potency, µM (top dose mostly 46.1 µM), inactives show at the highest dose growth rescue (activation), hits mostly activators; note: potency is the fitted concentration of half-maximal effect; % of control where 0% means no effect; nearly all actives have a fitted effect of over 50% in size
#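 Yeast expressing TDP-43 (pregrown in raffinose, seeded at OD600=0.02 in galactose medium) exposed to compounds 24 hr at 30 deg C. Growth read by BacTiter-Glo luminescence; rescue of toxicity appears as increased signal.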
# pAkt inh: inhibitors of Akt phosphorylation; Neuro2A IGF-stimulated pAkt S473 HTRF, 20 min; hits give low values; activity change, % for hits at 50 µM; actives 0.32% (n = 360,000); AID 651550; in the data active = activity change below about -80%; inconclusive = mostly about -51% to -80%; note: % is set by controls: 0 for no effect and ±100 for the full control effect
#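 Neuro2A cells in DMEM with 0.5% FBS, overnight at 37 deg C, given compound at single 50 µM final, then IGF (6 nM final) for 20 min at 37 deg C. Lysed; phospho-Akt Ser473 by HTRF after 24 h, 665/615 ratio.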
# FUS yeast rescue: suppressors of FUS proteinopathy in yeast; Potency, µM (series often up to 76.6 µM), for the others: top-dose growth rescue (activation), usual class: activators; S. cerevisiae FUS-expressing, growth rescue, OD600, 24 h; actives 0.24% (n = 390,000);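 note: potency is the fitted concentration of half-maximal effect; plate controls were DMSO vehicle for no effect and reference control for full effect; nearly all actives have a fitted effect of over 55% in size; some results filed as inactive show a strong effect at the top dose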
#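 Quantitative HTS measuring growth restoration of FUS-toxic yeast. Galactose-induced cells (OD 0.005) were exposed 24hr at 30C to compounds at several concentrations, then absorbance at 600 nm was recorded.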
# aSyn rescue: rescues yeast growth from alpha-synuclein toxicity. Yeast expressing alpha-synuclein, growth rescue, BacTiter-Glo, 24 h. Potency, µM (titrated, usually from 46.1 µM), inactives show top-dose growth rescue (activation), actives largely listed as activators. actives 0.14% (n = 370,000); note: potency is the fitted concentration of half-maximal effect; % of control where 0% means no effect; nearly all actives have a fitted effect of over 65% in size
#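 Rescue of yeast growth: cells expressing toxic alpha-synuclein, induced in galactose at OD600 0.02, incubated with compound 24 h at 30 C. ATP luminescence quantified growth; inhibitors of toxicity appear as activators.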
# PTHR1 agonist: agonists of human PTHR1 parathyroid hormone receptor | actives 0.075% (n = 410,000) | Q03431 | AID 743266 | Potency, µM (highest dose often 115 µM), for inactives: top-dose activation, hits mostly activators | HEK293 GP2 PTHR1 cells, GloSensor cAMP luminescence, 1 h; note: potency is the fitted concentration of half-maximal effect; nearly all actives have a fitted effect of over 55% in size; some results filed as inactive show a strong effect at the top dose; inactives centre near -15; many of its hits are not listed in these tables
#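 HEK-293-derived GP2 cells expressing PTHR1 and a GloSensor cAMP reporter, 3,000/well, plated overnight, given luciferin plus IBMX (each 0.5 mM as added) for 1 h at 37 °C, then compound for 1 h at 37 °C. Luminescence was read after 15 min at room temperature.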
# Abeta rescue: restores growth of yeast expressing A-beta42 peptide; Potency, µM (highest dose often 46.1 µM), for inactives: at the highest dose growth rescue, most hits filed as activators; yeast expressing A-beta42, growth rescue, OD600, 48 h; response scale: 0% DMSO, 100% iron-clioquinol control; AID 1347071; actives 0.063% (n = 410,000); note: potency is the fitted concentration of half-maximal effect; nearly all actives have a fitted effect of over 55% in size
#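 Yeast A-beta toxicity model in growth medium with pinned compounds, 48 h at 30 C; growth read as absorbance at 600 nm. Normalized to FeCl3/clioquinol equimolar mix (positive) and DMSO (negative).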
# DRD3 antagonist: D3 dopamine receptor (human) antagonism; actives 2.5% (n = 360,000); AID 652054; max response, negative = inhibition, %; P35462; D3R cells, DiscoveRx beta-arrestin luminescence, antagonist mode; hits give low values; in the data active = max response below about -50%; inconclusive = no clear call, values can overlap the other calls; note: % is set by controls: 0 for no effect and ±100 for the full control effect; mostly tested at two doses, the higher about 12 µM
# Target sequence (P35462 whole entry, looked up): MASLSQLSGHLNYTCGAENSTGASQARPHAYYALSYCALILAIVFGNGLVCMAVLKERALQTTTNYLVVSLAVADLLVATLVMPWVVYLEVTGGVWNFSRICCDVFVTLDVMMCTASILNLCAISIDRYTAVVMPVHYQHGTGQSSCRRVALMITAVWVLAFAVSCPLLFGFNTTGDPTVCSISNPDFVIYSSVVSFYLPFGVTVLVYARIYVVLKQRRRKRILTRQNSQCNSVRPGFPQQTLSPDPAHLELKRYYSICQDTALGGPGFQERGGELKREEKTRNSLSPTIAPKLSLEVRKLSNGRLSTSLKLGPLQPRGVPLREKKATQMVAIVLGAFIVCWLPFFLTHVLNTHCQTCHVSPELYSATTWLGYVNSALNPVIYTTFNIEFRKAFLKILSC
#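 Cells expressing the human receptor were seeded at 1500 cells/well, incubated overnight at 37 degrees C in 5% CO2, then exposed to library compounds with dopamine controls for 90 minutes at 37 degrees C before luminescent detection.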
# Numbers without * were called inactive; i = inactive; ? = inconclusive; · = not tested or not shown; [ ] = another dose, or the depositor's remark. Unless noted, calls come from the whole dose curve; as a rule, active = well fitted curve in the direction sought with a large enough effect; inconclusive = small, poorly fitted or top-dose-only effect, or another doubt; inactive = no such curve, though single readings can be large; an effect the other way counts as inactive or inconclusive. Only part of the results is shown, so the mix of outcomes need not match the whole.
Structure,GLP1R ag,GLP-1R inv ag,TDP43 rescue,pAkt inh,FUS yeast rescue,aSyn rescue,PTHR1 agonist,Abeta rescue,DRD3 antagonist
CCC1(Cc2ccccc2)NC(=O)c2ccccc2O1 (configuration not stated),5%,?,-20%,i,9%,16%,i,12%,-25
Cc1ccc(-c2cc(-c3c(C)nn(C)c(=O)c3N)[nH]n2)cc1,12%,21%,2%,i,-7%,10%,-16%,5%,-6
O=C(NC(CSC(=O)c1ccccc1)C(=O)O)OCc1ccccc1 (configuration not stated),0%,1%,20%,i,·,9%,i,10%,-7
COc1ccc(OCC(=O)NNC(=O)c2cccs2)cc1,2%,0%,16%,i,-2%,3%,-17%,11%,27
O=C(O)c1ccc(NC(=O)c2ccccc2NC(=O)c2cccc(F)c2)cc1,-2%,8%,16%,i,-3%,-1%,i,8%,4
CCc1ccc(NC(=O)CSc2nc3ccccc3nc2Cc2ccc(C)cc2)cc1,0%,-3%,?,·,6%,·,-11%,2%,·
C[C@H]1CN([C@@H](C)CO)S(=O)(=O)c2ccc(Br)cc2O[C@@H]1CN(C)S(=O)(=O)c1ccccc1,7%,-15%,19%,i,?,12%,i,9%,1
CC(=O)N/C(=C\c1ccccc1)C(=O)OCC(=O)N(C)C1CCCCC1,-2%,0%,-9%,i,·,-4%,14%,-20%,-1
COc1cc(OC)cc(-c2cc(N)n(S(=O)(=O)c3cccc4nsnc34)n2)c1,7%,-6%,1%,i,?,22%,i,20%,-14
COc1cc(/C(C)=N/N2CCN(Cc3ccc(C)cc3)CC2)ccc1O,2%,-7%,1%,i,-23%,-3%,-8%,-17%,-3
c1ccc(Oc2ccc(-c3ccnc4nc(N5CCOCC5)nn34)cc2)cc1,17%,-26%,?,i,13%,1%,-47%[inhibitor],-11%,-2
O=C(COc1ccc(Br)cc1)Nc1ccccc1C(=O)NC1CC1,19%,-6%,1%,i,21%,4%,-16%,10%,-14
CCN(CC)CCCNC(=O)Cn1ncc2c(=O)oc3ccc(C)cc3c21,-5%,4%,13%,i,-6%,-3%,i,3%,-2
Cc1ccc(CC2(C)C(=O)Nc3c(Cl)ccc(Cl)c32)cc1 (configuration not stated),6%,?,0%,i,11%,18µM*,-43%[inhibitor],-30%,9
Cc1ccc2nc(-c3ccc(NC(=S)NC(=O)CC(C)C)cc3)sc2c1,-10%,-8%,9%,i,16%,-1%,i,8%,-9
Clc1ccccc1C1CC(c2ccccc2)=Nc2ccccc2N1 (configuration not stated),23%,?,?,i,10%,18%,-26%,-5%,12
COC(=O)c1ccc(NC(=O)Cn2cnc3c(nnn3-c3cccc(OC)c3)c2=O)cc1,-1%,34%[activator],10%,i,2%,-3%,i,0%,-9
Cc1cc(NC(=O)CSc2nc(C3CC3)nc3sc4c(c23)CCC(C)C4)no1 (configuration not stated),-1%,-6%,-25%,i,-12%,-2%,-26%[57.5 µM],-3%,-14
O=C(/C=C/c1cccc(Br)c1)NC1CCN(Cc2ccccc2)CC1,32%,?,-8%,i,10%,-1%,i,0%,-61*
CCOc1ccc(N2CC(c3nc4ccccc4n3CCOc3ccccc3)CC2=O)cc1 (configuration not stated),·,?,-11%,·,13%,·,-21%,3%,·
Clc1ccc(CO/N=C/c2c(-c3ccccc3)nc3n2CCS3)c(Cl)c1,7%,?,5%,i,?,3%,-1%[57.5 µM],-2%,12
CC(C)(C)OC(=O)N1CCC(NC(=O)c2nc[nH]c2C(=O)NCC(=O)OCc2ccccc2)CC1,-2%,-21%,10%,i,41%,-4%,i,4%,95
COc1ccc(C(=O)N2CCN(c3ccc(N4CCOCC4)nn3)CC2)cc1OC,-3%,16%,0%,i,-11%,3%,i,-4%,3
O=C(CSc1nc2c(c(=O)n1-c1ccccc1)SCC2)N1CCN(c2ccccc2)CC1,-1%,-2%,-10%,i,25%,-4%,i,-7%,38
CCC1CCCCN1CCCNC(=O)c1ccc2c(c1)N(Cc1cccc(Cl)c1)C(=O)c1ccccc1S2(=O)=O (configuration not stated),·,?,2%,·,28%,·,-24%,23%,·
CCCCCNC(=O)C(C1CC1)n1c(=O)c(-c2ccccc2)nc2ccccc21 (configuration not stated),·,?,13%,i,6%,-9%,-78%[inhibitor],-3%,3
CCc1nc2ccccc2c(C(=O)OCc2nc3ccccc3c(=O)[nH]2)c1C,?,?,-4%,i,12%,9%,-2%,3%,65
COc1cc(CC2C(=O)Nc3ccccc32)cc(C)c1O (configuration not stated),19%,18%,-10%,i,7%,-3%,-6%,-29%,-14
O=C(O)CCCC(=O)Nc1ccn(-c2ccccc2)n1,1%,-8%,-4%,i,10%,0%,i,-4%,0
O=C(NCc1ccco1)C(c1ccncc1)N(C(=O)Cn1nnc2ccccc21)c1ccccc1F (configuration not stated),-3%,-4%,21%,i,-2%,-2%,i,-5%,12
COCCCNC(=O)c1ccc([N+](=O)[O-])c(Cl)c1,2%,20%,1%,i,-28%,-3%,-22%,-3%,-10
Cc1ccc(S(=O)(=O)N2CCN(C(=O)CSc3ncc(C(F)(F)F)cc3Cl)CC2)cc1,-16%,10µM*,-2%,·,31%,20%,-18%[57.5 µM],7%,-2
CCc1ccccc1NC(=O)CC(C)n1nc(C)cc1C (configuration not stated),·,4%,11%,·,14%,·,-3%,-12%,·
COc1ccc(OCCOCCN2CCOCC2)cc1,5%,3%,-14%,i,0%,0%,9%[57.5 µM],2%,?
O=C1c2[nH]nc(-c3ccccc3)c2C(c2ccccc2)N1c1cccc(C(F)(F)F)c1 (configuration not stated),·,?,29%,·,10%,·,-12%,1%,·
O=C(c1ccc(Cl)cc1)C1CCN(C(=O)N2CCOCC2)CC1,-9%,0%,-1%,i,12%,6%,-11%,-8%,15
CCOc1ccc(S(=O)(=O)NCc2cccnc2)cc1NC(=O)c1ccccc1,1%,15%,-23%,i,6%,-3%,-11%,-3%,9
CN(c1ncc(C(F)(F)F)cc1Cl)n1cc(C(N)=O)c2ccccc2c1=O,-24%,?,-25%,i,?,-13%,-9%[57.5 µM],-10%,-11
CCN(CC)CCNC(=O)Nc1ccc2c(c1)N(Cc1ccccc1)C(=O)c1ccccc1S2,·,?,6%,·,23%,·,i,8%,·
O=C(NCCN1C(=O)S/C(=C\c2ccc(Cl)cc2)C1=O)c1ccc(F)c(S(=O)(=O)N2CCOCC2)c1,2%,5%,-11%,i,15%,1%,-8%,5%,22
O=C(NC(c1ccccc1)c1ccc2ccccc2n1)C1CCN(CCOc2ccc(Cl)cc2)CC1 (configuration not stated),-20%,11µM*,-20%,i,41%,-44%[inhibitor],-93%[inhibitor],-87%[inhibitor],1
CN(C)c1ccc(/C=N/NC(=O)C(O)c2ccc(Br)cc2)cc1 (configuration not stated),21%,9%,-9%,i,-18%,-8%,-15%,-13%,1
CCC(=O)Nc1ccc(C(=O)N2CCN(C(=O)c3ccco3)CC2)cc1,2%,9%,-12%[0.397 µM],i,-1%,0%,i,0%,-4
Cc1c(Cl)ccc2c1NC(=O)C21NC(CCC(N)=O)[C@H]2C(=O)N(c3ccc(Cl)cc3)C(=O)[C@H]21 (some centres not stated),3%,-20%,-5%,i,?,-2%,i,15%,15
O=C(Cc1ccon1)c1ccc(O)cc1O,-5%,22%,19%,i,-10%,5%,i,5%,8
COc1cccc(C2C(C#N)=C(N)N(N(C)C)C3=C2C(=O)CC(C)(C)C3)c1 (configuration not stated),11%,31%,-3%,i,-9%,-8%,i,4%,10
COc1ccc(N2CC(C(=O)Nc3nnc(SCc4cccnc4)s3)CC2=O)cc1 (configuration not stated),-11%,2%,0%,i,·,4%,i,7%,-4
CCc1ccc(NC(=O)Cn2c(=O)n(CCCCC(=O)NCc3ccc4c(c3)OCO4)c(=O)c3ccccc32)cc1,0%,11%,12%,·,12%,·,-38%,4%,·
COc1ccc(Nc2ccc(N3C(=O)CC(C)C3=O)cc2[N+](=O)[O-])cn1 (configuration not stated),5%,6%,-1%,i,3%,5%,i,-15%,3
Cc1cc(=O)oc2cc(OCC(=O)Nc3nnc(CC(C)C)s3)ccc12,-4%,3%,-2%,i,27%,-3%,-31%,2%,4

# New compounds follow.
Structure,GLP1R ag,GLP-1R inv ag,TDP43 rescue,pAkt inh,FUS yeast rescue,aSyn rescue,PTHR1 agonist,Abeta rescue,DRD3 antagonist
CC(C)(C)C(=O)CSc1nnc(Nc2ccccc2)s1,15%,?,11%[9.22 µM],i,4%,0%,-18%,-5%,2
Cc1noc(NS(=O)(=O)c2ccc(NC(=O)C(Cl)(Cl)Cl)cc2)c1C,-10%,5%,7%,i,15%,0%,-18%,6%,-1
COc1ccc(Oc2c(OC)cc([N+](=O)[O-])c3ncccc23)cc1,18%,36%[activator],35µM*,i,5%,3%,i,3%,-11
CC1CN(C(=O)C(C)OC(=O)c2ccc3ncsc3c2)CC(C)O1 (configuration not stated),5%,-4%,6%,i,-16%,-1%,-6%,-26%,-8
CC(C)CCNC(=O)C(=O)NCc1ccccc1,-3%,13%,-1%,i,-31%,-5%,i,-5%,5

# An excerpt from above in order of number of heavy atoms, lowest first:
Structure,GLP1R ag,GLP-1R inv ag,TDP43 rescue,pAkt inh,FUS yeast rescue,aSyn rescue,PTHR1 agonist,Abeta rescue,DRD3 antagonist
CC(C)CCNC(=O)C(=O)NCc1ccccc1,-3%,13%,-1%,i,-31%,-5%,i,-5%,5
CC(C)(C)C(=O)CSc1nnc(Nc2ccccc2)s1,15%,?,11%[9.22 µM],i,4%,0%,-18%,-5%,2
COc1ccc(Oc2c(OC)cc([N+](=O)[O-])c3ncccc23)cc1,18%,36%[activator],35µM*,i,5%,3%,i,3%,-11

# From PubChem BioAssay
